# High-throughput results deposited in PubChem by several laboratories.
# MEP2-GFP yeast – modulators of TOR pathway MEP2-GFP in S. cerevisiae; S. cerevisiae MEP2-GFP strain, flow cytometry GFP, 3 h; 100% = DMSO control level; GFP response vs DMSO, % at 10 µM; 330,000 tested, 0.51% active;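 active means GFP response versus DMSO above a set limit, roughly screen mean plus 3 SD, cut at about 180% in these data; inconclusive means fewer than 70 cells counted for a yeast strain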;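 further: median GFP fluorescence of the barcode-gated MEP2-GFP cells per well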
# LAP4-GFP MLPCN – alters LAP4-GFP fluorescence in TOR pathway yeast screen; S. cerevisiae LAP4-GFP multiplex, flow cytometry GFP, 3 h; median GFP as percent of DMSO wells; GFP response vs DMSO, % at 10 µM; 320,000 tested, 0.34% active; AID 2023;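 active means GFP response vs DMSO above a set limit, about the screen mean plus 3 SD, cut at about 150% in these data; inconclusive means under 70 cell events counted for the yeast strain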
# procasp3 activ – procaspase-3 (human) activation | activation, % at 8.5 µM | 330,000 tested, 0.11% active | P42574 | recombinant procaspase-3 D3A, Ac-DEVD-pNA absorbance 405 nm;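 active means activation above the mean of all tested compounds plus 3 SD, cut at about 21% in these data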;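 further: 0% = DMSO alone and 100% = DMSO wells spiked with extra 5 µM PC-3 D3A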
# Target sequence (P42574 whole entry D9A/D28A/D175A): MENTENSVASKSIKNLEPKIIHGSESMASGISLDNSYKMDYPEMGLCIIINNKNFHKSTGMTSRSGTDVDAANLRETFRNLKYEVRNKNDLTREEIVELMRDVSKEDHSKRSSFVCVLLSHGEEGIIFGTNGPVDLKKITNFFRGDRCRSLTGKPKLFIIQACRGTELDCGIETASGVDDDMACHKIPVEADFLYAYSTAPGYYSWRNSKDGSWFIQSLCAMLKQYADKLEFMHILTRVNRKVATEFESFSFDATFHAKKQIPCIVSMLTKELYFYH
#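 Compound: 8.5 µM single point, 0.8% DMSO / Material: Autoprocessing-dead procaspase-3 D3A mutant enzyme / Timing: 1 h preincubation plus 2 h reaction at 25 °C / Medium: Zinc-free HEPES/NaCl buffer with 0.01% Triton X-100 at pH 7.4 / Technique: 405 nm absorbance of p-nitroaniline, reads at 0 and 120 min / Repeats: one well per compound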
# RPL19A-GFP yeast – yeast TOR pathway RPL19A-GFP modulation; S. cerevisiae RPL19A-GFP strain, flow cytometry, 3 h; stronger effect = lower value; percent response vs DMSO, % at 10 µM; 330,000 tested, 0.3% active;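 active means percent response vs DMSO below 50%; inconclusive means fewer than 70 events counted for the yeast strain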;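 further: median channel GFP fluorescence of the barcoded RPL19A-GFP strain; ratio of sample median GFP to plate DMSO average so 100% = DMSO; lower means less RPL19A-GFP as with rapamycin TOR inhibition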
# CIT2-GFP yeast – modulators of TOR pathway CIT2-GFP in S. cerevisiae | S. cerevisiae CIT2-GFP strain, flow cytometry, 3 h; 100 means same as DMSO wells | GFP response vs DMSO, % at 10 µM | 320,000 tested, 0.065% active | AID 2029;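 active means GFP response relative to DMSO above a set limit, near the screen mean plus 3 SD, cut at about 150% in these data; inconclusive means Fewer than 70 cells measured for a yeast strain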;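 further: ratio of well median GFP fluorescence to mean of DMSO wells on the plate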
# procasp7 counter – activates human procaspase-7, counter-screen for procaspase-3 activators; 330,000 tested, 0.093% active; AID 463210; recombinant procaspase-7, Ac-DEVD-pNA absorbance 405 nm; D23A/D198A/D206A triple mutant, cannot self-cleave; scale: DMSO 0, 5 µM enzyme 100; activation, % at 8.5 µM; P55210;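 active means percent activation above the screen-wide mean plus 3 SD, cut at about 25% in these data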
# Target sequence (P55210 whole entry D23A/D198A/D206A): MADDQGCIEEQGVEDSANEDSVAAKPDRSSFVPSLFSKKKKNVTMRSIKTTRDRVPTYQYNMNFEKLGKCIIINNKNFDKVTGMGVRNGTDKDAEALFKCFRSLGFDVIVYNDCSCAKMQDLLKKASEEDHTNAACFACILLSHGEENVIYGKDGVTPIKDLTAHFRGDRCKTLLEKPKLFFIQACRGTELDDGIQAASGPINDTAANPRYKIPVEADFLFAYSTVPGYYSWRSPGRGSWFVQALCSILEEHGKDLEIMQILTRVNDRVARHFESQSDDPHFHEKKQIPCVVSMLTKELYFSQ
#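 Assay system: Uncleavable procaspase-7 mutant enzyme | Input: 2 µM procaspase-7 mutant as dispensed | Timing: 1 h compound preincubation, 2 h substrate cleavage, 25 °C | Repeats: One well per compound | Control set: DMSO wells as 0%, DMSO with 5 µM added PC-7 as 100% | Technique: Epi-absorbance of released pNA at 405 nm, two timepoints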
# AGP1-GFP MLPCN – alters AGP1-GFP fluorescence in TOR pathway yeast screen | S. cerevisiae AGP1-GFP multiplex flow cytometry, 3 h; GFP as percent of DMSO wells | GFP response vs DMSO, % at 10 µM | 320,000 tested, 0.02% active | AID 2066;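 active means GFP response relative to DMSO above a set limit, near screen average plus 3 SD, cut at about 150% in these data; inconclusive means fewer than 70 cells counted for the yeast strain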;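 further: median GFP channel fluorescence of the gated AGP1 strain per well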
# AHR act – activates the human aryl hydrocarbon receptor; P35869; AHR-responsive luciferase reporter cells, luminescence; 320,000 tested, 2.5% active; activation, % at 5 µM; in the data active means activation above about 47%;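 further: 0% = vehicle wells and 100% = reference agonist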
# The depositor's hits bear a star; ? = inconclusive; nt = not tested or not shown; [ ] = dose if it differs, or a comment.
SMILES,MEP2-GFP yeast,LAP4-GFP MLPCN,procasp3 activ,RPL19A-GFP yeast,CIT2-GFP yeast,procasp7 counter,AGP1-GFP MLPCN,AHR act
CC1CCN(c2ccc(NC(=O)c3ccccc3[N+](=O)[O-])cc2)CC1,110,108,0,102,104,11,116,1
O=C(Cn1nnc(-c2ccccc2)n1)Nc1cccc(S(=O)(=O)N2CCOCC2)c1,101,107,12,98,100,1,109,-2
CCOc1cc(/C=N/NC(=O)c2cc(-c3cccnc3)nc3ccccc23)ccc1O,104,89,6,106,120,8,104,6
O=C(c1cccc(-c2ccccc2F)c1)N1CC[C@@H](N2CCC(O)CC2)[C@H](O)C1,109,109,-8,101,100,1,103,-2
CC(=O)c1ccc(OC(=O)c2nc(-c3ccccc3)oc2C)cc1,105,86,8,99,102,-10,94,8
COC(=O)c1cc(NC(=O)c2ccccc2F)cc(C(=O)OC)c1,104,89,5,100,107,-5,94,-1
O=c1c(Cc2ccccc2)c(O)nc2n1CCS2,110,107,5,109,111,1,111,-2
COc1ccc(NC(=O)CCCn2nc(C)c3c(C)n(-c4ccccc4)nc3c2=O)cc1,107,103,2,101,107,-6,82,1
O=C(NN1C(=O)C2C(c3ccccc3)C=CC(c3ccccc3)C2C1=O)c1ccncc1 (configuration not stated),101,85,10,104,100,-8,98,8
COc1ccc2c(c1)[nH]c1c(=O)n(CCCN3CCOCC3)cnc12,101,94,2,100,103,1,101,1
Cc1c(OCc2ccc(C(=O)O)cc2)ccc2c(-c3ccccc3)cc(=O)oc12,94,106,15,95,92,0,103,0
O=C1NCC(=O)N(Cc2ccccc2)/C1=C/c1ccccc1,94,103,-7,95,88,4,103,-1
CCN1C(=O)[C@H]2[C@@H](c3ccc(C)cc3)N3C(=O)N(c4cccc(Br)c4)C(=O)[C@@]3(Cc3ccccc3)[C@H]2C1=O,87,121,-1,93,67,4,78,3
CC(=O)Nc1ccc(S(=O)(=O)Nc2cc(C)ccn2)cc1,102,98,-6,99,93,7,107,0
Cc1cccc(OCCCC(=O)Nc2nc3ccccc3[nH]2)c1,95,107,-8,103,98,8,103,15
Cc1cc(C(=O)N2CCN(S(=O)(=O)c3ccccc3C#N)CC2)c(C)o1,103,101,4,101,108,-4,98,-1
CCn1c(-c2cccc(Br)c2)n[nH]c1=S,100,102,-3,95,93,-15,94,0
C/C(CCc1ccc2c(c1)OCO2)=N\N=C1\NC(=O)CC(C(=O)Nc2ccccc2F)S1 (configuration not stated),98,102,-4,103,108,-8,101,0
O=C(C1CCC(CNS(=O)(=O)c2cccs2)CC1)N1CCN(c2ccc(F)cc2)CC1 (configuration not stated),105,102,2,103,97,3,104,0
O=C(CN1C(=O)COc2ccccc21)NCCN1CCc2ccccc2C1,106,103,11,103,99,-4,103,2
CC(=O)Nc1c(O)nc(SCC(=O)N2CCN(c3ccc(F)cc3)CC2)[nH]c1=O,99,102,1,102,111,-6,109,0
C=CCn1c(SCc2ccc(OC)cc2)nnc1-c1cccnc1,104,110,-3,105,101,8,109,0
COc1ccc(S(=O)(=O)N2CCCCC2)cc1NC(=O)CCCOc1ccc(C)cc1,105,96,5,96,99,9,95,0
O=C(c1ccc2c(c1)OCO2)N1CCN(c2ncccn2)CC1,108,102,3,111,105,-5,100,0
Cc1ccc([N+](=O)[O-])c(OCCN2CCC(Cc3ccccc3)CC2)c1,95,107,3,92,96,-1,98,0
COCCN(C(=O)c1cccc(-n2cnnn2)c1)c1c(N)n(CC(C)C)c(=O)[nH]c1=O,91,97,7,94,95,3,105,-3
O=C1N/C(=C/c2cccs2)C(=O)N1Cc1ccc(F)cc1,94,98,-8,90,102,12,109,-3
CC1CC(C)CN(CC(O)COCCOc2ccc(Br)cc2)C1 (configuration not stated),95,87,-3,96,92,0,95,0
CCN(CC)CCN(C(=O)c1cc2ccccc2cc1OC)c1nc2ccc(F)cc2s1,98,111,5,101,100,3,111,2
COC(=O)c1ccc(OCCN2C3=NCCN3c3ccccc32)cc1,99,95,1,100,91,11,99,3
CCC(C)NC(=O)Nc1ccc(Br)cc1Cl (configuration not stated),104,98,-6,99,94,7,102,-4
O=C(Cc1ccccc1)NCC(=O)N1CCN(c2ccccc2F)CC1,105,84,8,108,107,-4,99,4
COc1ccc(NC(=O)CN2C(=O)CSC(C)C2=O)c(OC)c1 (configuration not stated),107,104,1,100,96,-4,99,0
CC(C)CN(C(=O)c1ccc(N2CCCC2=O)cc1)c1c(N)n(Cc2ccccc2)c(=O)[nH]c1=O,110,105,10,99,98,-3,103,-1
O=C(/C=C/c1ccccc1)Nc1ncn[nH]1,97,163*,-6,92,89,-6,94,6
O=C(Nc1ccc2oc(-c3cccnc3)nc2c1)c1cccnc1,103,102,4,106,102,12,105,-10
Cc1cc(C)n(-c2nc(C)nc(NCc3ccccc3)n2)n1,130,90,-1,79,105,-4,30,7
CCOc1ccc(NC(=O)N2CCC(NC(=O)C(Cc3ccc(OC)c(OC)c3)NC(C)=O)CC2)cc1 (configuration not stated),94,90,3,92,99,12,92,3
Cc1cc(C)nc(SC2CCCCC2O)n1 (configuration not stated),99,99,0,102,96,-7,96,12
O=C(O)CC1S/C(=N\N=C2CCCCCCC2)N(c2ccccc2)C1=O (configuration not stated),98,100,-4,95,94,5,97,-2
Cc1cnn(-c2cc(Oc3ccccc3)ncn2)c1,98,107,0,99,97,3,92,-8
CCc1ccc2oc(-c3ccc(NC(C)=O)cc3)nc2c1,106,103,-5,96,91,-3,84,24
CCN1CCCC1CNC(=O)c1cc([N+](=O)[O-])c(N(C)C)cc1OC (configuration not stated),105,95,2,101,102,-4,100,11
CC(C)CCOP(=O)(c1ccccc1)c1ccccc1,94,84,-3,99,102,7,95,3
Cc1nc2ccccc2c2oc(C(=O)N3CCN(c4ccc([N+](=O)[O-])cc4)CC3)cc12,89,83,-1,92,93,-7,91,-1
O=C(CCN1C(=O)c2ccccc2C1=O)N1CCN(c2ccccc2)CC1,101,105,-6,102,102,3,101,-4
O=C(CSc1nc2[nH]ncc2c(=O)n1-c1ccccc1Br)NCc1ccco1,104,105,0,100,99,-3,105,0
COc1cccc(OCC(O)CN2CCOCC2)c1 (configuration not stated),108,101,-11,98,106,5,105,3
O=c1c2ccccc2ncn1-c1ccccc1C(F)(F)F,100,100,0,94,95,3,97,1
COc1ccc(OC)c(CNn2c(-c3cccc(C)c3)nc3ccccc3c2=O)c1,98,100,-3,98,96,6,94,20
COc1ccccc1NC(=O)c1csc(-n2nc(C)cc2C(F)(F)F)n1,102,87,9,104,127,5,105,1
Cc1c([N+](=O)[O-])cc(C(=O)Nc2ccc(Cc3ccncc3)cc2)cc1[N+](=O)[O-],103,94,-12,101,103,2,104,-5
C=CCN(CC=C)S(=O)(=O)c1ccc(C(=O)Nc2nc3c(s2)CCc2ccccc2-3)cc1,105,97,-5,103,108,-2,90,51*
O=C1CCCC(O)=C1C=NCCc1ccccc1,109,103,-3,102,106,10,106,3
CCOc1ccc(OCCCC(=O)Nc2cc(Cl)ccc2-n2cncn2)cc1,100,116,4,101,95,2,99,6
N#C/C(=C\c1cccc(O)c1)c1nc2ccccc2o1,85,113,-7,93,80,-8,91,11
CC(C)(C)c1ccc(/C=N/N2C(=O)CSC2=S)cc1,101,100,-10,102,98,-20,97,-3
O=c1cc(COn2nnc3ccc(C(F)(F)F)cc32)nc2sccn12,109,105,-2,102,108,-3,103,6
Cc1ccc(C)c(N2CCN(C(=O)C3CCN(c4nc(C)cc(C)n4)CC3)CC2)c1,96,96,-5,93,99,-1,93,0
O=C(CCC(NC(=O)OCc1ccccc1)C(=O)OCc1ccccc1)NCC(=O)OCc1ccccc1 (configuration not stated),108,110,-7,103,100,7,100,0

# Full records from above.
# Shown for N#C/C(=C\c1cccc(O)c1)c1nc2ccccc2o1 : MEP2-GFP yeast: 85; LAP4-GFP MLPCN: 113; procasp3 activ: -7; RPL19A-GFP yeast: 93; CIT2-GFP yeast: 80; procasp7 counter: -8; AGP1-GFP MLPCN: 91; AHR act: 11
# Shown for COc1ccc(OC)c(CNn2c(-c3cccc(C)c3)nc3ccccc3c2=O)c1 : MEP2-GFP yeast: 98; LAP4-GFP MLPCN: 100; procasp3 activ: -3; RPL19A-GFP yeast: 98; CIT2-GFP yeast: 96; procasp7 counter: 6; AGP1-GFP MLPCN: 94; AHR act: 20

# The listing continues:
SMILES,MEP2-GFP yeast,LAP4-GFP MLPCN,procasp3 activ,RPL19A-GFP yeast,CIT2-GFP yeast,procasp7 counter,AGP1-GFP MLPCN,AHR act
NNC(=O)c1ccc(Cn2cccn2)o1,98,110,-4,103,102,3,114,15
Cc1ccc(S(=O)(=O)N2CCN(C(=O)CSc3ccc(F)cc3)CC2)cc1,105,95,4,98,100,4,99,-1
Cc1cc([N+](=O)[O-])ccc1NC(=O)c1cccc(NC(=O)C(C)C)c1,191*[may fluoresce violet],70[may fluoresce violet],-2,75[may fluoresce violet],?,2,?,4
CCC1CCCCN1S(=O)(=O)c1ccccc1[N+](=O)[O-] (configuration not stated),105,101,9,95,81,-2,94,0
CC1(C)Cc2c(cnn2-c2ccccc2)-c2c1c1ccccc1n2CC(O)CBr (configuration not stated),89,95,-1,nt,100,0,99,4
COc1cc([C@@H]2C[C@H]3CN(c4ccccc4)C(=O)[C@]34CCCN24)cc(OC)c1OC,103,93,3,100,103,6,102,0
COc1cc(C(=O)NC(=S)NCc2ccco2)cc(OC)c1OC,96,97,2,96,87,-4,92,10
CC(C)CC(=O)c1c[nH]c(C(=O)O)c1,96,97,1,98,93,-2,94,3
CC(C)n1c(O)c(N=Nc2ccccn2)c2ccccc21,89,108,-6,90,87,4,117,35
O=C(O)C(=O)/C(=C\c1cccc2ccccc12)c1ccc2ccccc2n1,98,105,-16,100,99,3,106,29
COc1cccc(CNC23CC4CC(CC(C4)C2)C3)c1OCc1ccccc1,97,93,-6,97,99,-1,99,2
O=C(O)CC1(CC(=O)Nc2cccc(C(=O)O)c2)CCCC1,95,92,4,99,91,-6,91,5
CCCc1nn(-c2ccccc2)c2c1C(c1cccs1)C(C#N)=C(N)O2 (configuration not stated),92,99,0,95,87,-1,90,0
CCOC(=O)c1c(NC(=O)CSc2n[nH]c(N)n2)sc(CC)c1C,108,99,6,105,116,-7,114,-1
O=C(O)CCSCc1ccccc1F,100,98,4,97,103,-1,97,-1
COc1ccc(CNC(=O)CNC(=O)c2c(C)nn(C)c2Cl)cc1,101,99,2,102,104,11,98,-1
Cc1cc(C)c(NC(=O)c2cccc3c2C(=O)N(C2CCCCC2)C3)c(C)c1,114,91,5,102,102,3,99,3
Nc1c(C(=O)NCCc2ccc(Cl)cc2)sc2ccc(S(=O)(=O)N3CCCCC3)cc12,96[may fluoresce red],95[may fluoresce red],-14,?,96[may fluoresce red],-17,94[may fluoresce red],4
CC(C)(C)NC(=O)C(c1ccccc1)N(C(=O)c1ccco1)C1CC1 (configuration not stated),100,95,-13,93,86,-4,88,-1
CC(C)NC(=O)CN1C(=O)NC(CCc2ccccc2)C1=O (configuration not stated),98,91,0,91,95,1,91,0
